# MazF activator: MazEF (E. coli) toxin RNase activation; 350,000 tested, 0.32% active; FAM/BHQ RNA-DNA oligo cleavage fluorescence, 5 h; activation, % at 20 µM; AID 504720; P0AE70; in the data active = activation above about 50%
# Target sequence (P0AE70 whole entry, looked up): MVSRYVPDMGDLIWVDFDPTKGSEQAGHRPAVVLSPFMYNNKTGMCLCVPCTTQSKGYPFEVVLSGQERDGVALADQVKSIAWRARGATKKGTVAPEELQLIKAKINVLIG
# UGM FP inh: inhibitors of M. tuberculosis UDP-galactopyranose mutase | P9WIQ1 | purified UGM, fluorescence polarization probe displacement | inhibition, % at 10 µM | 320,000 tested, 0.06% active | AID 504406; in the data active = inhibition above about 10%, passing the limit was not always enough
# Target sequence (P9WIQ1 whole entry, looked up): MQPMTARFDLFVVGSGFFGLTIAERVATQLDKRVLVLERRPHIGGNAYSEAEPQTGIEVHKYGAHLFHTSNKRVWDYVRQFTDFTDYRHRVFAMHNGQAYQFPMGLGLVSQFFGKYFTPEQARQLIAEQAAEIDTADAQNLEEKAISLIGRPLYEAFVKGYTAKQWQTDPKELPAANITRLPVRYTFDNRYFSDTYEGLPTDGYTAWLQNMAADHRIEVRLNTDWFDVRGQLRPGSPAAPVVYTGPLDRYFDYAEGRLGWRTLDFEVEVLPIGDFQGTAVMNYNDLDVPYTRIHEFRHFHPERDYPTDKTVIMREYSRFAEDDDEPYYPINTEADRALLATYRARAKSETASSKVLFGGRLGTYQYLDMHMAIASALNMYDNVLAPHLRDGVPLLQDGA
# Mtb FBA inh: Mtb fructose-bisphosphate aldolase inhibition | P9WQA3 | purified M. tuberculosis FBA, fluorescence read-out | inhibition, % at 1 µM | 360,000 tested, 2.3% active | AID 588726; in the data active = inhibition above about 27%;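 also: 0% = vehicle and 100% = reference inhibitor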
# Target sequence (P9WQA3 whole entry, looked up): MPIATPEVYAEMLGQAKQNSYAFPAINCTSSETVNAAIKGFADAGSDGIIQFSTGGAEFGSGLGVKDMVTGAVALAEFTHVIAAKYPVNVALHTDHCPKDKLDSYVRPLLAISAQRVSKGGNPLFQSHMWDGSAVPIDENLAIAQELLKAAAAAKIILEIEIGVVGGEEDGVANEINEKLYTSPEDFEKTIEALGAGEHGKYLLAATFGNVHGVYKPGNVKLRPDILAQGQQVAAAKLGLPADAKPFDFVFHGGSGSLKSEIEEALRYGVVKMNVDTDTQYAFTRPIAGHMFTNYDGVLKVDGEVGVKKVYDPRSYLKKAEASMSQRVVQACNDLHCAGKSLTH
# Vc quorum ag: quorum light induction in luxS cqsA deficient V. cholerae | V. cholerae BH1578 lux reporter, luminescence, 6 h | activation, % at 18.7 µM | 350,000 tested, 0.16% active | AID 588436; in the data active = activation mostly above about 9.7%, no sharp cut-off; also: not every result past the cut was called active; inactives centre near 0; reference of the scale not given here
# Rv3671c protease: inhibits the M. tuberculosis serine protease Rv3671c; 320,000 tested, 0.048% active; inhibition, % at 5.96 µM; in the data active = inhibition above about 38%;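 also: extracellular domain of Rv3671c used as enzyme; 0% = enzyme with DMSO and 100% = no enzyme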
# BioA inh: blocks M. tuberculosis BioA enzyme activity; purified M. tuberculosis BioA enzyme, plate reader; inhibition, % at 9.99 µM; 360,000 tested, 0.096% active; AID 602481; in the data active = inhibition above about 40%
# GDH-TPI counter: counter-screen for M. tuberculosis FBA inhibitors: GDH-TPI coupled enzymes. GDH-TPI coupled enzyme counterscreen, NADH absorbance. inhibition, % at 4.8 µM. 360,000 tested, 1.2% active. AID 588335; in the data active = inhibition above about 30%;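 also: 0% = DMSO wells and 100% = wells lacking the enzyme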
# VHR inh abs: DUSP3 (human) phosphatase inhibition; P51452; recombinant VHR phosphatase, pNPP absorbance; 290,000 tested, 0.52% active; inhibition, % at 13.3 µM; in the data active = inhibition above about 50%; also: some compounds called inactive have numbers as strong as hits
# Target sequence (P51452 whole entry, looked up): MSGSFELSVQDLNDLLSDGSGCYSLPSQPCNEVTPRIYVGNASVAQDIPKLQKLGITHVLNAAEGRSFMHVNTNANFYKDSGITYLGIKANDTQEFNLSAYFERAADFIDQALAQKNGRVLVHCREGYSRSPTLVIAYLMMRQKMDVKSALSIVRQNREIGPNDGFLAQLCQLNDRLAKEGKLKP
# SSB-PriA inh: blocks PriA binding to SSB C-terminal tail. AlphaScreen SSBct-PriA binding, biotinylated peptide. inhibition, % at 33 µM. 430,000 tested, 0.6% active. AID 1272365; in the data active = inhibition mostly above about 37%, no sharp cut-off; inactive = mostly below about 20%;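 also: plate controls were negative control peptide for no effect and reference peptide for full effect; strong numbers were not always called active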
# 3CLpro inhibitor: SARS-CoV 3CLpro protease inhibition | P0C6X7 | 290,000 tested, 0.14% active | inhibition, % at 6 µM | recombinant SARS-CoV 3CLpro, quenched FRET peptide cleavage; in the data active = inhibition above about 12%
# * marks the source's active call; other numbers are inactive results; i = inactive; x = not tested or not shown; & = joins results of further samples. A portion of the library; rates above refer to the full screens.
compound,MazF activator,UGM FP inh,Mtb FBA inh,Vc quorum ag,Rv3671c protease,BioA inh,GDH-TPI counter,VHR inh abs,SSB-PriA inh,3CLpro inhibitor
CC1C(=NO)C(C)C(c2ccc(N(C)C)cc2)NC1c1ccc(N(C)C)cc1 (configuration not stated),1,2.7,1,i,5,-1.7,3,-11,-2,7
COc1ccccc1CNC(=O)C1CCCN(S(=O)(=O)c2ccc3c(c2)CC(C)N3C(C)=O)C1 (configuration not stated),-35,-0.8,0,-2.6,-1,-0.8,3,8,-9,0
CCCNC(=S)N1CCC(NC(=O)c2cccc(C)c2)CC1,2,0.3,4,-0.3,0,-0.3,12,6,-6,1
O=C(Nc1cccc(-n2cccn2)c1)C1CCCN(Cc2ccc(C#CCCO)cc2)C1 (configuration not stated),5,-1.6,2,-1.1,2,0.7,6,32,9,0
CCOC(=O)CCCNC(=O)CCNC(=O)c1ccc(OCC)cc1,2,-2.8,-2,i,1,x,11,-16,-1,-2
COc1ccc(OCC(=O)NCC(c2ccc(OC)cc2)N2CCCCC2)cc1 (configuration not stated),1,-0.7,-2,i,5,-0.2,-6,-3,-6,-1
CC(=O)C1CCC2C3CCC4=CC(=O)CCC4(C)C3(F)C(O)CC12C (configuration not stated),1,x,-1,3.4,x,3.7,2,x,-2,x
CC1(C)CC(=O)C/C(=N\NC(=S)NCc2ccccc2)C1,1,-0.5,0,-0.2,2,x,0,3,x,7
N#CC1=C2N=C(N)c3ccccc3N2C2=C(C(=O)CCC2)C1c1ccc(Cl)cc1 (configuration not stated),4,1.7,5,-0.2,4,-1.5,12,-4,4,2
CC(NC(=O)c1ccccc1Cl)C(=O)NCc1cccs1 (configuration not stated),-4,x,-2,-0.4,x,-0.4,-9,x,0,x
O=C(COC(=O)Cc1ccsc1)Nc1ccc(Cl)c(S(=O)(=O)N2CCOCC2)c1,-2,1.8,-2,-0.6,-6,0.9,2,5,-4,2
CCOc1ccc(-n2c(C)cc(C(=O)NS(=O)(=O)c3ccc(C)cc3)c2C)cc1,-1,-2.1,2,6.7,3,-0.2,0,-25,-12,-1
O=C(O)C1CC(=O)N(c2ccc(F)cc2)C1 (configuration not stated),6,0.0,2,-1.3,8,0.6,-7,11,12&-8,-2
CN(C(=O)CSc1nc2ccccc2n1C)C1CCS(=O)(=O)C1 (configuration not stated),0,1.8,-2,i,7,-1.5,-2,x,-9,x
CCCCNC(=O)c1ccc(CS(=O)(=O)c2ccccc2OC)o1,3,1.5,0,-0.4,-7,-0.6,-1,7,4,-2
CCC(=O)OCC(=O)Nc1cc([N+](=O)[O-])ccc1Cl,-7,-2.1,1,i,-7,x,-4,14,-9,2
COc1ccc2nc(NC(=O)C3CCCN3S(=O)(=O)c3ccc(C)cc3)sc2c1 (configuration not stated),-2,0.8,-1,0.0,-13,-0.9,11,8,3,5
CSc1ccccc1NC(=O)CN(C)C(=O)c1ccc(-n2cccn2)cc1,6,-0.4,1,-0.4,9,1.8,2,x,-4,x
O=C(Nc1ccccc1F)N1CCCC1c1cccnc1 (configuration not stated),4,0.7,0,i,9,x,-11,13,-8,3
O=C(COc1ccccc1)NCC(=O)Nc1cccc2ccccc12,3,-0.9,5,i,-6,0.1,3,4,-13,4
CC(=O)NC(Cc1c[nH]c2ccccc12)C(=O)OCC(=O)N1CCCCCC1 (configuration not stated),11,-0.1,-2,-0.9,-7,-0.1,-2,21,8,1
O=C(C1COc2ccccc2O1)N1CCN(Cc2ccc3c(c2)OCO3)CC1 (configuration not stated),2,-0.5,-1,x,5,9.0,-5,11,-6,-5
COc1ccc(NS(=O)(=O)c2ccc(-n3cnnn3)cc2)cc1OC,2,1.2,0,-0.2,-18,-0.3,7,-15,0,-2
O=C(CC(c1ccccc1)c1ccccc1O)NCc1ccccc1 (configuration not stated),5,-0.8,0,0.7,-5,x,-8,9,-9,3
Cc1cc(C)nc(/N=C(\N)Nc2ccccc2-c2ccccc2)n1,15,-2.4,-1,-0.5,-6,x,3,21,x,9
CCCCn1c(N)c(N(CC(C)C)C(=O)C2=NN(c3ccccc3)C(=O)CC2)c(=O)[nH]c1=O,-1,-1.0,-1,-1.3,-5,-0.1,6,x,2,x
CCOc1ncnc2c1sc1nc(C)cc(C)c12,-1,-2.5,0,-0.9,6,x,7,-12,-4,-4
CC(=O)N1CCN(S(=O)(=O)c2cccc(C(=O)NC3CCCc4ccccc43)c2)CC1 (configuration not stated),9,-1.2,-3,i,-3,x,-10,24,-23,-3
CCCCn1c(=O)c(C(=O)NCCc2ccccc2)c(O)c2ccccc21,-3,0.5,1,i,-2,0.0,-2,16,-16,2
O=C1CN(C(=O)COC(=O)[C@@H]2CCCN2S(=O)(=O)c2ccc(Cl)cc2)c2ccccc2N1,3,-0.2,1,-1.7,-4,1.9,-1,x,-4,x

# In the list so far, these contain fluorine:
compound,MazF activator,UGM FP inh,Mtb FBA inh,Vc quorum ag,Rv3671c protease,BioA inh,GDH-TPI counter,VHR inh abs,SSB-PriA inh,3CLpro inhibitor
CC(=O)C1CCC2C3CCC4=CC(=O)CCC4(C)C3(F)C(O)CC12C (configuration not stated),1,x,-1,3.4,x,3.7,2,x,-2,x
O=C(O)C1CC(=O)N(c2ccc(F)cc2)C1 (configuration not stated),6,0.0,2,-1.3,8,0.6,-7,11,12&-8,-2
O=C(Nc1ccccc1F)N1CCCC1c1cccnc1 (configuration not stated),4,0.7,0,i,9,x,-11,13,-8,3

# (further entries)
compound,MazF activator,UGM FP inh,Mtb FBA inh,Vc quorum ag,Rv3671c protease,BioA inh,GDH-TPI counter,VHR inh abs,SSB-PriA inh,3CLpro inhibitor
Cc1ccc(S(C)(=O)=NC(=O)c2cc(C)on2)cc1 (configuration not stated),6,4.4,0,-0.9,-11,x,2,36,-8,-4
N#Cc1c(N)nc2c(c1-c1cccnc1)CCCCC2,3,-0.1,2,i,3,0.8,14,6,9,0
C[C@@H]1C(=O)N(c2ccccc2)[C@@H]1c1ccncc1,2,x,0,0.2,x,-0.2,2,x,-15,x
COc1cc(C(=O)Nc2ccc(S(=O)(=O)N3CCCCC3)cc2)ccc1OCC(=O)N1CCOCC1,5,x,-2,i,x,-0.3,0,x,9,x
CCCc1oc2c(c(=O)c1CC)C(=O)CC(C)(C)C2,7,5.8,0,-0.7,11,-0.1,9,6,-18,1
CN1CCN(C(=O)c2ccc(Cl)c(S(=O)(=O)N3CCCCCC3)c2)CC1,0,-0.6,1,0.4,10,x,-1,-10,7,-1
COC(=O)c1cnc(SC)nc1C,-2,1.3,0,i,-12,-0.3,2,-12,-20,-5
FC(F)(F)C1CC(c2cccs2)Nc2ncnn21 (configuration not stated),-5,-0.4,-3,i,-5,-0.5,-5,4,-22,-3
Cc1c(NC(=O)c2cccc(NC(=O)Cc3c(F)cccc3Cl)c2)c(=O)n(-c2ccccc2)n1C,2,1.5,6,-0.2,5,-0.6,15,x,-5,x
CCOC(=O)C(=O)Nc1cc([N+](=O)[O-])ccc1C,4,-1.6,1,i,2,x,6,13,-8,-3
CCC(C)NC(=O)CN(C)S(=O)(=O)c1ccc2c(c1)c(=O)n(C)c(=O)n2C (configuration not stated),8,-0.9,1,-0.2,-2,0.2,8,4,0,2
CCOc1cc(C2C3=C(CC(C)(C)CC3=O)N(CCOC)C3=C2C(=O)CC(C)(C)C3)ccc1OC,8,-1.1,-1,i,6,-3.7,-11,1,-1,-9
O=C(CCN1C(=O)/C(=C/c2ccccc2Cl)SC1=S)Nc1ccccc1C(=O)O,0,2.6,0,-0.6,-15,3.2,7,x,-6,5
O=C1NC(=Nc2ccc(Cl)cc2)SC1Cc1cc(Cl)ccc1Cl (configuration not stated),-8,2.4,0,i,-13,x,6,-5,-12,-5
COc1ccc(C(C)(O)c2nc(-c3cccc(F)c3)cs2)cc1 (configuration not stated),x,x,-4,-0.8,x,-0.1,-4,x,x,x
COc1cccc(CC(NC(C)=O)C(=O)NC2CCN(S(=O)(=O)c3ccc(F)cc3)CC2)c1OC (configuration not stated),7,-2.7,4,-0.2,7,-0.9,-2,22,1,5
O=C(COc1ccc2c(-c3ccccc3)cc(=O)oc2c1)NCCN1CCOCC1,7,-1.2,1,i,-3,1.8,22,3,-11,0
COc1cc(NC(=O)CCCNC(=O)Cn2cnc3sc(C)c(C)c3c2=O)cc(OC)c1OC,-16,-0.1,1,-0.4,5,-2.5,7,10,-7,1
Cc1cc(C)n2[nH]c(=O)cc2n1,5,x,-2,i,x,-1.6,0,x,x,x
Cc1c(NS(=O)(=O)c2ccc(NC(=O)CCC(=O)O)cc2)c(=O)n(-c2ccccc2)n1C,1,-1.3,2,-0.4,0,-0.9,6,14,-5,-3
O=C(COc1c(CO)cc(Br)cc1CO)NC1CCCc2ccccc21 (configuration not stated),7,0.8,1,-0.5,-1,x,16,7,4,5
CN1OC[C@@H]2CN(S(=O)(=O)c3cccc4ccccc34)[C@H](c3ccc(-c4cccnc4)cc3)C[C@@H]21,8,x,1,-3.1,x,-0.2,0,x,x,x
Cc1cccc2c1cnn2C(=O)Nc1ccccc1Cl,0,0.7,3,-6.7,3,0.2,-10,-20,-20,1
CCCCC(O)(CCCC)C(=O)NN(C(=O)c1cccnc1Cl)c1ccccc1,8,3.4,-2,i,3,-1.2,0,21,-10,4
Cc1ccc(C)c2c1[nH]c1ccccc12,10,2.7,0,-6.0,0,-0.6,1,11,-54,6
COc1cccc(C2c3c(C)nn(-c4ccc([N+](=O)[O-])cc4)c3N=C3C(=O)Nc4ccccc4N32)c1 (configuration not stated),10,-0.5,-1,-0.3,-6,x,2,-2,-1,2
Cc1cccc(N2CCN(C(=O)CSc3nc4ccccc4nc3N3CC(C)OC(C)C3)CC2)c1C (configuration not stated),-6,-0.3,1,-0.3,-5,-0.6,-1,26,-12,6
CCN(C[C@H]1N[C@@](CC)(C(=O)OC)[C@H]2C(=O)N(C)C(=O)[C@@H]12)S(=O)(=O)c1ccc(OC)cc1,-1,-1.4,4,-6.7,0,-0.1,0,x,-11,x
CCC(C(=O)NC1CCCC1)N(Cc1ccco1)C(=O)Cn1nnc(-c2ccc(C)cc2)n1 (configuration not stated),-9,1.7,2,i,-2,-3.0,-3,13,-7,-2
O=S(=O)(Nc1ccccn1)c1ccc(Br)cc1,-5,0.0,5,i,-16,-1.1,15,17,-6,1
CCOC(=O)/C=C/C(=O)OCC(=O)Nc1cccc(Cl)c1Cl,2,1.5,2,4.5,-4,-1.1,5,2,-6,2
C(=N\Nc1ccc2ccccc2n1)/c1ccc2c(c1)OCCO2,20,2.3,16,i,2,-0.5,4,22,x,3
COc1cccc(NC(=O)COc2cc(C)cc3oc(=O)cc(C)c23)c1,27,-4.0,8,-0.3,-7,-1.2,-2,25,-2,3
Cc1ccc(C(=O)O)cc1NS(=O)(=O)c1ccc2c(c1)oc(=O)n2C,-45,0.3,4,i,x,-0.7,6,6,-7,-2
COCCOC(=O)C(C#N)c1nc2ccccc2nc1N1CCCC1 (configuration not stated),12,0.7,4,-2.3,-1,0.2,0,18,-2,1
O=C(Cn1cccc1C(=O)c1ccccc1)NCc1ccco1,1,1.8,4,i,0,6.2,2,8,5,5
Cc1ccc(SC(CC(=O)c2ccc(F)cc2)C(=O)O)cc1 (configuration not stated),3,1.1,-1,i,-1,-1.5,6,-22,-5,-4
CCOc1cccc(-c2cc(C(=O)NN)[nH]n2)c1,-2,0.5,5,i,-8,x,-6,12,-2,2

# Some of these compounds in order of molecular weight, largest number first.
compound,MazF activator,UGM FP inh,Mtb FBA inh,Vc quorum ag,Rv3671c protease,BioA inh,GDH-TPI counter,VHR inh abs,SSB-PriA inh,3CLpro inhibitor
COc1cccc(NC(=O)COc2cc(C)cc3oc(=O)cc(C)c23)c1,27,-4.0,8,-0.3,-7,-1.2,-2,25,-2,3
COCCOC(=O)C(C#N)c1nc2ccccc2nc1N1CCCC1 (configuration not stated),12,0.7,4,-2.3,-1,0.2,0,18,-2,1
CCOc1cccc(-c2cc(C(=O)NN)[nH]n2)c1,-2,0.5,5,i,-8,x,-6,12,-2,2

# Bioassay records: PubChem, several laboratories
